KAT2A inh = qHTS Assay for Inhibitors of GCN5L2; Histone acetyltransferase KAT2A (Homo sapiens), Q92830; GCN5L2 HAT assay, ThioGlo1 CoA-SH fluorescence; Potency, µM (titrated, usually from 58.9 µM), for inactives: at the top dose activity change, negative = inhibition, usual class: inhibitors; actives 0.21% (n = 390,000); AID 504327, 2011
Target sequence (Q92830 whole entry, looked up): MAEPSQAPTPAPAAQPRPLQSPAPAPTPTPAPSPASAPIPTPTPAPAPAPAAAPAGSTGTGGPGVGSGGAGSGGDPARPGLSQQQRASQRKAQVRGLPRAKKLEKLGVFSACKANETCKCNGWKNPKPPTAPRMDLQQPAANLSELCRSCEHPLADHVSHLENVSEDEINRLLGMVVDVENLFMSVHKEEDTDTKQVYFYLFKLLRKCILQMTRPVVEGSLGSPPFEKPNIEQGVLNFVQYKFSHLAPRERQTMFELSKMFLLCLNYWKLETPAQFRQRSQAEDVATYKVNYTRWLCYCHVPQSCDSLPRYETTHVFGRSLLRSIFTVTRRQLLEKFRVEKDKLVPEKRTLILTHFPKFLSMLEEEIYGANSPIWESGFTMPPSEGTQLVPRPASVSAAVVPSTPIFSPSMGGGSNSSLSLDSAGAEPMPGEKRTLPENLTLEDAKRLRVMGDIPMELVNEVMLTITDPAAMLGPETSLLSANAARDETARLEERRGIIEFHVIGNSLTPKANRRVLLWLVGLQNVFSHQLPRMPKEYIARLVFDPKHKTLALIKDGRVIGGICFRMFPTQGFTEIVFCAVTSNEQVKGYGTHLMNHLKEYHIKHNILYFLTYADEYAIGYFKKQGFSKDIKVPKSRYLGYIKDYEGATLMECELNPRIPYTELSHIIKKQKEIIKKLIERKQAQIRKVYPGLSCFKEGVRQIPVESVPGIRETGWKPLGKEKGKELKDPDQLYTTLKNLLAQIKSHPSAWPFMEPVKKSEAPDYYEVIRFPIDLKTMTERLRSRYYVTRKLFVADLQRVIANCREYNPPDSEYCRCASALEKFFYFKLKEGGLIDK
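ThioGlo1-coupled HAT assay: 20nM GCN5L2, 70uM acetyl-CoA, 75uM H3(1-25) peptide, pH 7.5. Fluorescence read at 340/540nm at start and after 20 min at room temperature.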
TDP1 cell noCPT = qHTS for Inhibitors of human tyrosyl-DNA phosphodiesterase 1 (TDP1): qHTS in cells in absence of CPT. DT40 Tdp1-/- hTDP1 cells, no CPT, ATP luminescence, 48 h. Potency, µM (titrated, usually from 46.2 µM), for inactives: at the top dose activity change, negative = growth inhibition, most hits filed as inhibitors. actives 15% (n = 420,000); also: nearly all actives have a fitted effect of over 55% in size
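Camptothecin absent (DMSO only). Human TDP1-complemented DT40 knockout cells, 400 cells/well, 37 °C for minimum 48 hr; ATP measured via CellTiter-Glo, 30 min dark incubation, luminescence.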
TDP1 cell CPT = qHTS for Inhibitors of human tyrosyl-DNA phosphodiesterase 1 (TDP1): qHTS in cells in presence of CPT. AID 686979, 2013. chicken DT40 Tdp1-/-;hTDP1 cells + 20 nM CPT, ATP luminescence, 48 h. actives 12% (n = 420,000). Potency, µM (series often up to 46.2 µM), inactives show top-dose activity change, negative = growth inhibition, hits mostly inhibitors; also: nearly all actives have a fitted effect of over 55% in size
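Cell growth measured by CellTiter-Glo luminescence after a minimum 48 h, 37 C compound exposure with 20 nM CPT in Tdp1-knockout DT40 cells stably expressing hTDP1, seeded 400/well; qHTS titration format.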
The depositor's hits bear a star; ? = inconclusive; . = no result given; & = joins results of further samples; [ ] = remark or other dose. Calls follow the shape of the dose curve; as a rule, active = well fitted curve in the direction sought with a large enough effect; inconclusive = small, poorly fitted or top-dose-only effect, or another doubt; inactive = no such curve, though single readings can be large; an effect the other way counts as inactive or inconclusive. % is scaled to controls: 0 for no effect and ±100 for the full control effect; potency is read from the fitted curve at half-maximal effect.

Below each SMILES – KAT2A inh | TDP1 cell noCPT | TDP1 cell CPT
> CC1CCC(NCC(O)c2ccccc2)CC1 (stereo not given)
 : -1% | -8% | -24%
> COc1cc(C(C)=O)ccc1OCc1cc(C(=O)N(C)CCC2CCCCO2)no1 (stereo not given)
 : -1% | ? | -24%
> C[C@H](CO)N1C[C@H](C)[C@H](CN(C)S(=O)(=O)c2ccc(Cl)cc2)OCc2ccccc2-c2c(n(C)c3ccccc23)C1=O
 : . | 9.2µM* | 26µM*
> COC(=O)C1=C(c2ccc(F)cc2OCc2ccccc2)C[C@@H]2CC[C@H]1N2C(=O)NCc1cccc(C(F)(F)F)c1
 : -7% | 18µM* | ?
> CCOP(=O)(OCC)Oc1cc(C)c(N(C)C)c(C)c1
 : -1% | ? | -29%
> CC(=O)C1CCC2(O)C3CCC4=CC(=O)CCC4(C)C3CCC12C (stereo not given)
 : . | -24% | -21%
> Cc1ccc(S(=O)(=O)N(C)C[C@H]2Oc3cc(Br)ccc3S(=O)(=O)N([C@H](C)CO)C[C@H]2C)cc1
 : . | 29µM* | ?
> C=CCN1CCC2(C)c3cc(O)ccc3C[C@H]1[C@H]2C
 : 19%[0.501 µM] | -16% | 1%
> CC12CN3CCN(CC(C3)/C1=N/NC(N)=O)C2
 : 0% | 6% | -2%
> CC(N)CCCC(C)(C)O (stereo not given)
 : 1% | -6% | 0%
> Cc1c(C(=O)NCc2nccs2)cnn1-c1ncc2c(n1)-c1ccccc1CC2
 : . | 21µM* | 9.2µM*
> COC(=O)C(O)(c1ccc(NC(=S)NC(=O)c2ccc(Cl)cc2Cl)c(C)c1)C(F)(F)F (stereo not given)
 : -5% | 21µM* | ?
> COC(=O)c1c(N)n(Cc2ccc(OC)cc2)c2nc3ccccc3nc12
 : -9% | 16µM* | ?
> COC(=O)C1=C(c2ccc(OC)c(OC)c2)C[C@@H]2CC[C@H]1N2C(=O)NCCNC(C)=O
 : -11% | 1% | -1%
> COc1ccc(CC(=O)Nc2ccc3c(C(F)(F)F)cc(=O)oc3c2)cc1OC
 : -3% | -16% | -15%
> CCOc1ccc2nc(NC(=O)c3cccn(Cc4ccc(C)cc4)c3=O)sc2c1
 : 2% | -11% | -9%
> Cc1cccc(Cc2cnc(NC(=O)c3ccc4c(c3)CC(c3ccccc3)OC4=O)s2)c1 (stereo not given)
 : -7% | 21µM* | 26µM*
> CN(C)[C@@H]1C(=O)C(C(N)=O)=C(O)[C@@]2(O)C(=O)C3=C(O)c4c(O)ccc(Cl)c4[C@@](C)(O)C3C[C@@H]12 (stereo not given in full)
 : -3% | 23µM* | ?
> CN(C)c1cccc(CN2CCN(c3ccccc3)CC2)c1
 : . | ? | -28%
> CN(C)C(=O)OCc1n(C)cc[n+]1C
 : 1% | -10% | 2%
> C=CCCC1(CC(C)C)C(=O)NC(=S)NC1=O
 : . | 11% | -7%
> NC(=O)Cn1cc(C(=O)c2ccccc2)c2ccccc21
 : -17% | 0% | 20%
> CC1C(c2cccs2)=[N+]([O-])C(C)(C(=O)c2ccc(F)cc2)N1O (stereo not given)
 : . | -5% | 5%
> O=C1NCN(c2ccccc2)C12CCN(C(c1ccccc1)c1nnnn1C1CCCC1)CC2 (stereo not given)
 : . | ? | ?
> CC(=O)c1ccc(-c2ccc(Cn3c(C)nc4cc(N)c(C)nc43)cc2)cc1
 : -8% | ? | ?
> c1cncc([C@H]2CCCCN2)c1
 : . | -14% | 2%
> COC(=O)c1cc(NC(=O)Cn2nc(-c3ccccc3)c3c(c2=O)CCCC3)cc(C(=O)OC)c1
 : -10% | 18µM* | ?
> CCOC(=O)C1=C(N)OC(C)=C(C(=O)OCCOC)C12C(=O)Nc1ccccc12 (stereo not given)
 : ? | -8% | -21%
> O=[N+]([O-])c1cc(S(=O)(=O)c2ccc(O)c([N+](=O)[O-])c2)ccc1O
 : -3% | 2% | 7%
> CN(C)/C=C(\C=[N+](C)C)c1[nH]ncc1[N+](=O)[O-]
 : -9% | 8% | 2%
> Cc1ccc(OCC(=O)N2CCN(CCc3ccncc3)CC2)cc1C
 : -5% | -21% | -20%
> c1ccc2c(CCNC3=NCCC3)c[nH]c2c1
 : -3% | -20% | -8%
> Cc1cc(/C=C2\C(=O)NC(=O)N(c3ccccc3F)C2=O)c(C)n1-c1cc(C(=O)O)cc(C(=O)O)c1
 : -10% | -1% | 3%
> O=C(Cn1cc(C(=O)c2ccccc2F)c2ccccc21)NCc1ccco1
 : -17% | -22% | -26%
> O=C(c1ccc(C(F)(F)F)cc1)C1CCCN(Cc2ccc(CO)o2)C1 (stereo not given)
 : -18% | ? | ?
> CC(C)N1CC=C(c2c[nH]c3ccccc23)CC1
 : -24% | 4.6µM* | 7.3µM*
> COc1ccccc1C(=O)N[C@@H]1c2ccccc2C2(CCN(Cc3nc(C(C)C)cs3)CC2)[C@H]1O
 : . | 1.6µM* | 2.1µM*
> COc1cccc(CNCCc2c[nH]c3ccccc23)c1
 : -11% | ? | ?
> Cc1cc(C)cc(OCC(=O)Nc2ccc(-c3nc4ccccc4s3)cc2)c1
 : -8% | 9.2µM* | 10µM*
> Cc1cc(C(=O)OC(C)C(=O)Nc2ccccc2)c(C)n1C1CC1 (stereo not given)
 : . | ? | -25%
> C[C@]12Cc3nonc3C[C@@H]1CC[C@@H]1[C@@H]2CC[C@@]2(C)[C@H]1CC[C@]2(C)O
 : -8% | ? | -7%
> CN1CCN(c2ncnc3nc[nH]c23)CC1
 : -2% | 15% | -2%
> COC(=O)c1ccc(Cl)c(NC(=O)CN2CCN(Cc3ccccc3)CC2)c1
 : 0% | ? | 2%
> CN(C)c1ccc([N+](=O)[O-])c([N+](=O)[O-])c1
 : . | ? | ?
> CC(N)Cc1ccc(O)cc1 (stereo not given)
 : ? | -9% | 18%
> CCN(CC)c1ccc(N=Cc2c(O)[nH]c(=O)[nH]c2=O)cc1
 : -9% | ? | -19%
> O=c1[nH]c2ccccc2n1C1CCN(C(CCc2ccccc2)c2nnnn2-c2ccc3c(c2)OCCO3)CC1 (stereo not given)
 : . | 2.9µM* | 3.7µM*
> CC(C)n1c(=O)c(C=Nc2cccc([N+](=O)[O-])c2)c(O)n(CCc2ccccc2)c1=O
 : -10% | -4% | -22%
> CCc1cc(-c2nnn(CCC3COCCO3)c2CC)cc(CC)c1-c1cn(Cc2ccc3ccccc3c2)nn1 (stereo not given)
 : . | 8.2µM* | 21µM*
> COc1ccccc1N1CCN(Cc2cnc(-c3ccccc3)[nH]2)CC1
 : -1% | ? | -23%

The listing continues:
SMILES | KAT2A inh | TDP1 cell noCPT | TDP1 cell CPT
CCCCC/C(=N\O)c1c[nH]c2ccccc12 | -8% | -11% | -8%
CCCNC(=O)c1c(N)n(Cc2ccco2)c2nc3ccccc3nc12 | -3% | ? | 23µM*
CCN(CC)P(=O)(Nc1ccc([N+](=O)[O-])cc1)c1c(C)nn(CCC#N)c1NC(=O)c1ccc(Cl)cc1Cl (stereo not given) | -10% | 23µM* | 18µM*
CC1(C)[C@H](C=C(Cl)Cl)[C@H]1C(=O)OCc1c(F)c(F)cc(F)c1F | . | -4% | 30%
C=CCn1c(O)c(C(CC)=NCCN2CCN(C(=S)NC)CC2)c(=O)[nH]c1=O | 2% | -1% | -5%
CCOC(=O)CNC(=O)N1Cc2cc(-c3ccccc3)ccc2-n2nncc2C1 | . | -1% | -10%
COC(=O)C1=C(c2cc3ccccc3o2)C[C@@H]2CC[C@H]1N2C(=O)N1CCCCC1 | . | 2.3µM* | 4.6µM*
Cc1cc(/C=C2\C(=O)NC(=O)N(Cc3ccccc3)C2=O)c(C)n1-c1ccc(Cl)c(C(=O)O)c1 | ? | 1% | 2%
O=C(CCCn1c(=O)[nH]c2cc(Cl)ccc2c1=O)N1CCC2(CC1)OCCO2 | 0% | -7% | -18%
CCOC(=O)[C@]12Cc3ccsc3[C@H]1N(Cc1ccccc1)C(=O)c1ccccc12 | . | 18µM* | ?
O=c1[nH]c2ccccc2n1C1CCN(C(c2ccccc2)c2nnnn2Cc2ccccc2)CC1 (stereo not given) | . | 15µM* | 18µM*
O=C(Nc1ccc2oc(-c3cccnc3)nc2c1)c1ccc(-c2cccc(Cl)c2)o1 | -5% | 7.3µM* | -78%
O=C(c1cccs1)c1cn(Cc2ccccc2Cl)c2ccccc12 | -1% | -30% | -15%
CC12C=CC(=O)CC1CCC1C2CCC2(C)C(O)C(O)CC12 (stereo not given) | . | ? | ?
CC12CN3CCN(C1)CC(C)(C3)C2=NO | -7% | 8% | 0%
COc1cc(/C=C2\C(=O)NC(=O)N(c3ccccc3)C2=O)cc(OC)c1OC | -26% | -3% | -4%
CC(C)(C)P(=O)(N1CCOCC1)N1CCOCC1 | -2% | 9% | 25%
Cc1ccc(S(=O)(=O)NC(Cc2cnc[nH]2)C(=O)O)cc1 (stereo not given) | -3% | 7% | -1%
CCCNC(=O)Cn1cnc2sc(C(=O)N3CCC4(CC3)OCCO4)c(C)c2c1=O | -4% | 13% | -14%
O=C(CCc1ccccc1)N1Cc2cc(N3CCOCC3)ccc2-n2nncc2C1 | . | -8% | -29%
CC(=NCCCN1CCCCC1)c1c(O)n(Cc2ccccc2)c(=O)[nH]c1=O | -19% | -16% | -10%
c1ccc(OCc2ccc(CCCN3CCOCC3)cc2)cc1 | -1%&-3% | 21µM* | ?
Nc1ccccc1C(=O)OCc1ccc([N+](=O)[O-])cc1 | -8% | -4% | -1%
O=C(c1csc2c1CCCCC2)N1CCC2(CC1)OCCO2 | 3% | -7% | 0%
COc1ccc2c(c1OC)CN1CCc3cc4c(cc3C1C2)OCO4 (stereo not given) | -1% | ? | 21µM*
COC(=O)C1=C(c2ccc(S(C)(=O)=O)cc2)C[C@@H]2CC[C@H]1N2C(=O)NCc1ccc(C(F)(F)F)cc1 | . | ? | -28%
CC(C)c1ccc(N2C(=O)NC(=O)/C(=C\C=C\c3ccco3)C2=O)cc1 | ? | ? | ?
COc1ccc(S(=O)(=O)NC(CC(=O)N2CCC3(CC2)OCCO3)c2ccco2)cc1 (stereo not given) | -13% | -19% | -1%
CC(=O)Cc1ccc(OC(C)C)cc1 | -2% | -11% | 0%
NC(C(=O)O)c1cc(=O)[nH]o1 (stereo not given) | -2%&-4% | -5%&-2% | -3%&12%
O=C(c1ccc2c(c1)N(Cc1ccc(F)cc1)CCS2)N1CCC2(CC1)OCCO2 | -9% | ? | ?
COc1ccc(-[n+]2c(-c3ccccc3)cc(-c3ccccc3)cc2-c2ccccc2)cc1 | -24% | 0.26µM* | 0.41µM*
CC(C)[N+]12CCC(CC1)C(C(O)(c1ccccc1)c1ccccc1)C2 (stereo not given) | -6% | -21% | -11%
O=C(CNC(=O)OCc1ccccc1)NCC(=O)Nc1ccc(Br)cc1C(=O)c1ccccc1 | -4% | -21% | -3%
COc1ccc(-n2nnnc2C(c2ccccc2)N2CCC3(CC2)C(=O)NCN3c2ccccc2)cc1 (stereo not given) | . | ? | ?
CS(=O)(=O)N1Cc2cnnn2-c2ccccc2C1C#N (stereo not given) | . | -2% | 1%
c1ccc(-c2nc(C3CCCCC3)c3sccc3n2)cc1 | . | -23% | ?
N#CC1=C(N)Oc2cc(O)ccc2C1c1ccc2c(c1)OCO2 (stereo not given) | -1% | -1% | 7%
COC(=O)C1=C(c2ccc(OCc3ccccc3)cc2)C[C@@H]2CC[C@H]1N2C(=O)NCc1ccccc1OC | . | 8.2µM* | 16µM*
N[C@H](CO)Cc1ccccc1 | . | 1% | 17%

6 entries already listed, arranged by formula weight, low to high:
SMILES | KAT2A inh | TDP1 cell noCPT | TDP1 cell CPT
CS(=O)(=O)N1Cc2cnnn2-c2ccccc2C1C#N (stereo not given) | . | -2% | 1%
c1ccc(-c2nc(C3CCCCC3)c3sccc3n2)cc1 | . | -23% | ?
N#CC1=C(N)Oc2cc(O)ccc2C1c1ccc2c(c1)OCO2 (stereo not given) | -1% | -1% | 7%
COc1ccc(-n2nnnc2C(c2ccccc2)N2CCC3(CC2)C(=O)NCN3c2ccccc2)cc1 (stereo not given) | . | ? | ?
COC(=O)C1=C(c2ccc(OCc3ccccc3)cc2)C[C@@H]2CC[C@H]1N2C(=O)NCc1ccccc1OC | . | 8.2µM* | 16µM*
O=C(CNC(=O)OCc1ccccc1)NCC(=O)Nc1ccc(Br)cc1C(=O)c1ccccc1 | -4% | -21% | -3%

Screening results deposited in PubChem BioAssay by National Center for Advancing Translational Sciences (NCATS).

Not all compounds are listed; the hit share may differ from the screen's.
